# bCat nuc transl: modulators of beta-catenin nuclear translocation | nuclear translocation activity, % at 5 µM | HeLa beta-catenin nuclear translocation, immunofluorescence imaging | actives 0.3% (n = 190,000);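 active means nuclear translocation activity above 50% at 5 µM, with a well cell count of 50 or more; inconclusive means wells under 50 cells across six images, flagged as toxic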;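 further: per-cell ratio of nuclear to cytoplasmic median beta-catenin stain intensity; plate controls were DMSO negative control for no effect and GSK-3 inhibitor IX positive control for full effect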
#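 Assay system: human HeLa cells, native beta-catenin; doses: 5 µM primary, 0.02–20 µM confirmation; incubation: compound treatment 24 h, 37°C, 5% CO2; technique: fluorescence imaging of beta-catenin antibody stain plus DAPI; measure: % activation, nuclear-to-cytoplasmic median beta-catenin signal ratio per cell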
# Dynein cargo inh: dynein cargo transport inhibition; 3617.4 mouse cells, GR-EGFP nuclear translocation imaging; test concentration mostly 20 µM; stimulated with dexamethasone, 1 µM; stronger effect = lower value; z-score, hits read low; actives 0.47% (n = 220,000);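 active means plate z-score of nuclear minus cytoplasmic receptor signal below a set negative limit, without overly bright fluorescence or cell loss, cut at about -3.5 in these data, passing the limit was not always enough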;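 further: z-score of nuclear minus cytoplasmic ring GR-EGFP intensity difference per well; some compounds called inactive have numbers as strong as hits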
#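 medium = tetracycline-free induction medium containing charcoal-stripped FBS | also added = 1.0 µM final dexamethasone stimulus | schedule = 48 h induction, 1 h compound, 30 min dex at 37 °C | technique = fixed, Hoechst-stained cells imaged at 10x for EGFP | measure = GR-EGFP nuclear translocation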
# Yfh1-off respiration: enhancers of respiration in Yfh1-depleted yeast, dose response, Friedreich's ataxia, plus single-dose screen (AID 1465); actives 0.074% (n = 220,000); fold induction at 50 µM; hits with a dose series show EC50 in µM; S. cerevisiae Yfh1-off respiration, WST-1 reduction, 72 h; higher fold induction means a stronger effect;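 active means fold induction of absorbance versus untreated yeast above a set limit, then at least 30% activation at any dose in follow-up; inconclusive means repeats straddling the limit, or above it without dose testing; inactive means fold induction below the set limit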;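 further: activators that raise dye reduction in frataxin-depleted yeast; strong numbers were not always called active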
# MT stabilize HCS: microtubule stabilization, imaging screen; HeLa tubulin immunostaining HCS, 24 h; share of cells brighter than vehicle mean+2SD; % tubulin-high responders, % at 10 µM; actives 0.83% (n = 200,000); AID 2205;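 active means plate Z-score above 3 for both tubulin-high and condensed-nucleus cell shares, with cell loss under 80%, at 10 µM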;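 further: anti alpha tubulin signal scored within the nucleus-defined area of each cell; some results filed as inactive read as strong as hits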
# WT yeast gro inh: growth inhibition of WT yeast, mitochondrial fusion screen | mitochondrial fusion phenotypic screen, WT strain | inhibition, % at 10 µM | actives 2.1% (n = 190,000) | AID 1362; in the data active means inhibition above about 58%; tested in S. cerevisiae
# Hep lipid drop: hepatic lipid droplet formation modulation; AML12 mouse hepatocytes, oleate lipid droplets, BODIPY imaging; inhibition, % at 6.5 µM; actives 0.4% (n = 240,000); AID 1656;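 active means lipid droplet intensity inhibited by at least 50%, with more than 500 cells counted; inconclusive means wells with under 300 cells, treated as cytotoxic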
#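 System: AML12 hepatocytes (mouse). Probe or stimulus: oleic acid at 100 µM to induce lipid droplet formation. Times: overnight treatment with compound plus oleate. Detection: Image-based BODIPY and DAPI two-channel analysis. Evaluation: percent inhibition of filter-corrected integrated lipid droplet intensity per well.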
# Autophagy mod: modulators of autophagy. MEF GFP-LC3 puncta imaging; test concentration mostly 10 µM. calls only at 10 µM (by protocol). AID 463193. actives 0.98% (n = 190,000);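 active means percentage of spot-positive cells more than 3 SD above its plate mean, without a fluorescence outlier flag or 80% toxicity; inconclusive means no clear call, values can overlap the other calls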;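 further: spot-positive cell cutoff set from DMSO-treated cells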
# Ins promoter up: MIN6 insulin promoter up-regulation | actives 0.3% (n = 190,000) | MIN6 insulin promoter-GFP reporter, high-content imaging; stronger effect = higher value | z-score at 5 µM;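 active means z-score above 3 at 5 µM with at least 500 cells counted in the well; inconclusive means wells under 500 cells, flagged as cytotoxic or low count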
# HEK293 NOD2/NF-kB: NOD2 signaling inhibitors, cell-based, luminescence, uHTS, HEK293 (AID 1566) | HEK293 NOD2/NF-kB luciferase reporter, luminescence; higher % means a stronger effect | one-dose inhibition, % at 4 µM; EC50 in µM for titrated hits | actives 0.63% (n = 290,000); in the data active means inhibition above about 50%; further: many of its hits are not listed in these tables
# WT yeast gro inh mutant strain: recorded beside WT yeast gro inh, whose call it bears; inhibition, %; mitochondrial fusion phenotypic screen, mutant strain inhibition
# Dynein cargo inh cytoplasmic EGFP: recorded beside Dynein cargo inh, whose call it bears; z-score; measured here: cytoplasmic GR-EGFP intensity; stronger effect = higher value
# Dynein cargo inh nuclear GR-EGFP: further read-out of Dynein cargo inh, marked with its call; z-score; measured here: nuclear GR-EGFP intensity;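 lower value marks the stronger effect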
# Dynein cargo inh cell count: second read-out of Dynein cargo inh, no call of its own (marks repeat the call); z-score; measured here: cell count per field
# Ins promoter up cell count: recorded beside Ins promoter up, whose call it bears; cell count; measured here: cytotoxicity, nuclei count;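 total cells summed across four imaged fields per well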
# Hep lipid drop cells 6.5 µM: also measured in Hep lipid drop; calls as there; cell count; measured here: cell count, cytotoxicity flag;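 cells counted across two imaged fields per well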
# bCat nuc transl cell count 5 µM: second read-out of bCat nuc transl, no call of its own (marks repeat the call); cell count; measured here: cell count, cytotoxicity flag
# MT stabilize HCS Hoechst-high %: recorded beside MT stabilize HCS, whose call it bears; % Hoechst-high responders; measured here: nuclear condensation Hoechst responders;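 share of cells brighter than vehicle mean plus two SD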
# MT stabilize HCS cytotoxicity %: second read-out of MT stabilize HCS, no call of its own (marks repeat the call); toxicity, %; measured here: cytotoxicity by cell density;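 0% = mean cell density of plate MIN control wells and 100% = no cells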
# Autophagy mod cell loss 18 h: recorded beside Autophagy mod, whose call it bears; toxicity, %; measured here: cell loss, nuclei count;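 cell loss after 18 h compound exposure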
# Starred values were filed as active, the others as inactive; i = inactive; ? = inconclusive; . = not tested or not shown. A portion of the library. The share of hits here may be higher or lower than overall.
SMILES,bCat nuc transl,bCat nuc transl cell count 5 µM,Dynein cargo inh,Dynein cargo inh cytoplasmic EGFP,Dynein cargo inh nuclear GR-EGFP,Dynein cargo inh cell count,Yfh1-off respiration,MT stabilize HCS,MT stabilize HCS Hoechst-high %,MT stabilize HCS cytotoxicity %,WT yeast gro inh,WT yeast gro inh mutant strain,Hep lipid drop,Hep lipid drop cells 6.5 µM,Autophagy mod,Autophagy mod cell loss 18 h,Ins promoter up,Ins promoter up cell count,HEK293 NOD2/NF-kB
CCCSCCCNC(=O)Cn1cc2c(n1)CCCCC2,-2.0,1174,0.53,-0.19,0.39,0.14,i,3.2,2.0,1.3,2,-2,-17,719,i,-3,.,.,-6%
CC1CCc2c(sc(NC(=O)CSc3nc4c(c(C(F)(F)F)n3)CCc3ccccc3-4)c2C(N)=O)C1 (stereo not drawn),-1.5,1136,-0.29,-0.37,-0.26,1.4,i,5.3,1.9,7.8,13,10,1,675,i,5,-0.08,1469,20%
COc1cc(C2CC(=O)N3CN(c4ccccc4C)CSC3=C2C#N)cc(OC)c1OC (stereo not drawn),-1.3,1167,1.7,0.36,2,-1.7,i,13,1.9,9.0,22,15,.,.,i,-5,-0.78,1325,8%
CCc1c(C)[nH]n(-c2nc(-c3cccc([N+](=O)[O-])c3)cs2)c1=O,.,.,-0.76,-0.33,-0.65,0.92,i,1.8,2.0,6.2,0,-4,-3,731,i,-13,0.23,1039,-1%
COc1cccc(/C=N/NC(=O)CN(C2=NS(=O)(=O)c3ccccc32)c2ccccc2)c1,2.1,928,0.57,-0.26,0.4,0.25,i,1.5,2.0,14,-2,0,27,685,i,-2,0.12,1322,-3%
CC1Cc2ccccc2N1C1=CC(=O)CCC1 (stereo not drawn),2.4,923,0.48,-0.032,0.48,-1.3,i,4.7,4.5,0.7,-13,6,-6,630,i,18,?,.,1%
CC(=O)Nc1ccc(S(=O)(=O)NCC(CCC(=O)O)C(F)(F)F)cc1 (stereo not drawn),-2.3,1181,-0.39,-0.16,-0.1,-0.16,i,2.2,1.8,1.1,9,5,-2,737,i,6,-0.06,1295,10%
Cc1occc1C(=O)NCCCCc1ccccc1,-5.2,1066,-0.45,-0.23,0.054,0.21,i,1.7,1.2,5.8,8,-4,10,801,i,-18,.,.,2%
FC(F)(F)c1nc(Oc2ccccc2)c2ccccc2n1,-2.5,1046,-0.11,-0.047,-0.51,0.62,i,1.5,1.6,1.6,10,-11,-1,554,i,-4,1,1940,-4%
CCO[C@H]1OC(C(=O)N2CCCCCCC2)=C[C@@H](C2CCCCC2)[C@@H]1CCCO,3.7,1114,1.8,-0.23,1.2,-0.2,i,1.4,0.7,1.6,0,-6,-12,720,i,17,-0.09,1434,10%
Cc1ccc(-c2ccc(=O)n(CC(=O)NCCN(C)C)n2)cc1,.,.,1.5,-0.07,0.84,-0.78,i,2.1,2.9,9.7,0,-9,.,.,i,6,.,.,-8%
NC(=O)[C@@H]1CCCCNc2c(F)cc([N+](=O)[O-])cc2C(=O)N[C@@H](CC(=O)O)C(=O)N[C@@H](CCC(=O)O)C(=O)N1,.,.,0.37,-0.26,0.57,-0.076,i,1.9,2.1,1.3,-10,-9,-6,712,i,-8,0.56,1332,14%
CC1(C)Cc2c(sc3c2C2=NCCN2C=N3)CS1,.,.,0.6,0.28,0.69,-1.3,i,0.9,1.4,8.3,-3,0,1,758,i,6,-0.65,766,1%
O=C(NNC(=S)Nc1ccc(F)c(Cl)c1)c1ccccc1Br,-5.5,1176,0.8,-0.35,0.68,0.76,i,5.6,2.7,10,-15,8,21,770,i,16,0.51,1569,-5%
O=C(Nc1ccccc1N1CCN(C(=O)c2ccccc2)CC1)c1ccccc1Cl,-0.6,1309,-0.94,-0.75,-0.33,0.59,i,.,.,.,.,.,1,680,.,.,-0.22,1122,14%
Cn1nnc2cc(C(=O)NC3CC3)ccc21,-8.1,1274,-0.022,-0.22,-0.076,0.14,i,2.2,1.0,7.4,-12,-1,-5,698,i,-8,1.1,1072,4%
O=C(Nc1ccccn1)c1cccnc1,-6.1,1200,2.9,-0.19,1.2,-0.93,i,2.1,1.5,5.7,-6,2,-4,791,i,14,.,.,4%
Cc1ccc(Cn2c(SCC(=O)N/N=C/c3ccc(C)o3)nc3ccccc32)cc1,-1.0,1256,-0.69,-0.11,-0.017,0.15,i,2.4,1.7,6.1,45,4,-12,768,i,-4,-0.27,905,-8%
CC(=O)Nc1ccc(S(=O)(=O)Nc2nc3ccc([N+](=O)[O-])cc3s2)cc1,-3.4,909,0.18,-0.33,0.012,0.47,i,3.5,2.1,1.0,-6,9,-2,670,i,1,0.31,1642,19%
O=C(CN(CC1CCCO1)C(=O)CCC(=O)Nc1nccs1)NCC1CCCO1 (stereo not drawn),-8.2,975,-0.33,-0.33,0.024,0.62,i,4.8,2.6,0.2,-64,-7,.,.,i,1,-0.09,1495,-1%
Cc1ccc2c(c1)C(O)(CC(=O)c1ccc3c(c1)OCO3)C(=O)N2 (stereo not drawn),0.7,1011,0.35,-0.17,0.085,0.038,i,2.6,1.9,4.5,3,-4,9,660,i,-4,0.17,1503,-5%
CC1=CS/C(=C(/C#N)C(=O)N2CCOCC2)N1c1ccccc1,-3.6,747,-0.048,-0.24,0.29,0.39,i,5.1,3.1,8.0,4,-2,.,.,i,11,0.1,1098,-13%
Cc1ccc(OCCSc2ncnc3nc[nH]c23)cc1,5.4,938,-0.44,-0.18,-0.22,0.61,i,0.5,1.1,20,-1,0,-3,753,i,-9,-0.2,855,-35%
COc1ccccc1-n1c(CNc2c(C)cccc2C)nnc1SCC(=O)N1CCOCC1,-3.4,1146,-0.4,-0.26,-0.11,0.56,i,4.0,3.0,7.3,0,-9,1,802,i,7,-0.63,858,-6%
Cc1occc1-c1nnc(SCC(=O)NCc2cccs2)n1CC1CCCO1 (stereo not drawn),-0.9,1060,0.77,0.17,0.57,-0.65,i,2.5,2.7,5.9,28,-6,-12,581,i,3,0.63,1843,6%
C(=C/c1nccc2c1[nH]c1ccccc12)/c1ccc2c(c1)OCO2,6.8,803,2.1,2.9,2.2,-0.042,i,7.3,4.1,3.0,89,94,12,587,i,26,.,.,-46%
COc1ccc(C(=O)/C(C#N)=N/Nc2ccc([N+](=O)[O-])cc2)cc1,20,573,-0.48,-0.29,0.39,-0.46,i,12,27,36,65*,42*,-268,389,i,61,-2.1,940,18%
COC(CN1C(=O)C(O)=C(C(C)=O)C1c1ccccn1)OC (stereo not drawn),3.4,1379,0.8,-0.23,-0.63,0.45,i,2.5,1.0,1.0,-14,-12,.,.,i,3,-0.37,1266,12%
CCOC(=O)CNC(=O)CSc1ccc2nnc(-c3cccnc3)n2n1,-1.0,1037,-0.32,-0.37,-0.21,1.2,i,2.5,3.6,5.3,-7,-1,1,734,i,-7,0.63,1117,5%
CC(=O)Nc1ccc(C2=NN(Cc3nnc(-c4ccccc4)o3)C(=O)SC2)cc1,-1.1,543,-1.2,-0.31,-0.63,0.45,i,3.0,3.9,4.5,-8,-8,-6,717,i,4,0.13,1138,16%
Cn1c(=O)n(C)c2cc(CN3C(=O)OC(C)(C)C3(C)O)ccc21 (stereo not drawn),0.4,1105,0.83,-0.14,0.71,-0.071,i,3.9,0.8,1.9,2,10,27,682,i,-10,-2.1,1693,1%
CC(=O)Nc1cccc(/C(C)=N/NC(=S)NC(C)C)c1,-2.6,1080,1.2,-0.28,0.64,-1.9,i,4.0,0.9,3.2,-13,-9,-4,714,i,1,-0.16,1129,2%
c1ccc(CN2CCOCC2)cc1,-1.6,1225,0.97,0.022,0.95,-1,i,1.2,0.8,5.1,-21,-7,-2,774,i,1,-0.92,914,6%
Cc1nnc(-n2ncc(C#N)c2N)c2nn(-c3cccc(Cl)c3)c(C)c12,0.1,1072,0.66,-0.15,0.059,-0.46,i,4.1,2.0,5.8,-18,1,-7,716,i,4,.,.,1%

# Source: PubChem BioAssay
